# ADAM10 inh = human ADAM10 inhibitors, primary screen, biochemical, QFRET, HTS | Disintegrin and metalloproteinase domain-containing protein 10 (Homo sapiens), O14672 | recombinant ADAM10, EDANS/DABCYL FRET peptide cleavage, 3 h | inhibition, % at 7 µM | actives 0.62% (n = 370,000);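 active = inhibition above a per-campaign cutoff equal to the mean of compounds falling between control-based bounds plus 3 SD, cut at about 20% in these data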;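 also: 0% = DMSO wells while the 100% control is not disclosed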
# rCAG RNA binder = binders of r(CAG) RNA repeats, primary screen, biochemical, fluorescence; r(CAG) RNA repeat, TO-PRO-1 dye displacement fluorescence; inhibition, % at 3 µM; actives 1.3% (n = 370,000);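 active = inhibition above the plate cutoff, the mean of all test compounds on that plate plus 3 SD, cut at about 35% in these data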;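 also: 0% = DMSO alone and 100% = 100 µM mitoxantrone as full dye displacement; higher means more dye released from RNA so lower well fluorescence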
# ASAP1 GAP inh = inhibitors of human ASAP1 ArfGAP activity, primary screen, biochemical, fluorescence polarization; actives 0.19% (n = 360,000); Arf-GAP with SH3 domain, ANK repeat and PH domain-containing protein 1 (Homo sapiens), …; AID 624377, 2012; inhibition, % at 16.5 µM; ASAP1-stimulated ARF1 GTP hydrolysis, GDP FP detection; in the data active = inhibition above about 25%;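 also: 0% = vehicle with enzyme and substrate and 100% = no enzyme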
# Target sequence (Q9ULH1 325-724 limits assumed): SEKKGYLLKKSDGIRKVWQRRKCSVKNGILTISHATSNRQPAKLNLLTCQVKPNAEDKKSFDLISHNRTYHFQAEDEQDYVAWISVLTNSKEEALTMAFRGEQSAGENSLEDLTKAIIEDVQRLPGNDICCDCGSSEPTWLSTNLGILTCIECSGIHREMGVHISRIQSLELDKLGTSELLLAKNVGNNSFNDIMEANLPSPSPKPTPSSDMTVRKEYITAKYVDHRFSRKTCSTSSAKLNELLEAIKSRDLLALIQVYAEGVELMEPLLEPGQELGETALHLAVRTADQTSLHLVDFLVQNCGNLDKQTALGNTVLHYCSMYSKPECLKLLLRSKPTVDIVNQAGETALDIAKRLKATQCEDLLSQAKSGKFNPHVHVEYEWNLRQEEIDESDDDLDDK
# NPR1 activator = GC-A stimulated cGMP production enhancers – HEK293 GC-A cells, cGMP TR-FRET, EC30 ANP, primary screen; 0% at EC30 ANP, 100% saturating ANP; activation, % at 10 µM; actives 0.14% (n = 370,000); AID 1671463, 2021; in the data active = activation above about 40%
# NPR2 activator = human GC-B receptor activators, primary screen, HEK293 GC-B cells, cGMP TR-FRET, EC30 CNP; activation, % at 10 µM; actives 0.11% (n = 370,000); Atrial natriuretic peptide receptor 2 (Homo sapiens), P20594; AID 1920062, 2024; 0% at EC30 CNP, 100% saturating CNP;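 active = activation at 10 µM reaching about 35% in either raw or pattern-adjusted values, limit read from the data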
# DDE Tn6 FP inh = inhibitors of Tn6 peptide binding to fibrin DD(E), primary screen, biochemical, fluorescence polarization, human fibrin, Tn6 probe; Fibrinogen beta chain (Homo sapiens), P02675; actives 0.21% (n = 370,000); Fibrin DD(E) TRITC-Tn6 fluorescence polarization displacement; inhibition, % at 8.3 µM; AID 720509, 2013;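 active = inhibition above a per-campaign cutoff: mean of compounds within control limits plus 3 SD, cut at about 15% in these data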;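 also: 0% = median of all compound wells on the plate and 100% = blocking peptide control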
# ARFGAP1 inhibitor = inhibitors of rat ARFGAP1 GAP activity, primary screen, biochemical, fluorescence polarization, GDP tracer; ADP-ribosylation factor GTPase-activating protein 1 (Rattus norvegicus), Q62848; Arfgap1-stimulated ARF1 GTP hydrolysis, GDP FP detection; inhibition, % at 16.5 µM; actives 0.26% (n = 360,000); AID 651572, 2012;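 active = inhibition above a per-plate limit, mean inhibition of low control wells plus 3 SD, cut at about 25% in these data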;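 also: 0% = DMSO wells with enzyme and 100% = wells lacking Arfgap1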
# Target sequence (Q62848 1-136 limits assumed): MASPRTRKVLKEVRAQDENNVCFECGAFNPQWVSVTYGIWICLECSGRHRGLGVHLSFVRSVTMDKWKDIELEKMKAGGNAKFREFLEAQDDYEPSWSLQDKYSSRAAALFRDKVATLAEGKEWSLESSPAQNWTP
#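 System: truncated rat Arfgap1 GAP domain / Medium: HEPES-based buffer, pH 7.5 / Also added: N-terminally truncated human ARF1-GTP substrate / Incubation: enzyme reaction 120 min at 25 °C after 20 min preincubation / Measured by: FP of antibody-bound GDP Alexa 633 tracer, ex 620/em 688 nm / Replicates: singlicate, each compound tested once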
# FXN GAA850 act = FXN promoter activators, primary screen, cell-based, luciferase luminescence, HEK293 lucGAA850; HEK293 lucGAA850 FXN promoter luciferase reporter, 24 h; percent of 10 µM SAHA response; activation, % at 6 µM; actives 0.56% (n = 360,000); AID 540364, 2011;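 active = activation above the average of all compounds screened plus 3 SD, cutoff fixed separately per campaign, cut at about 7.5% in these data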;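 also: 0% = DMSO wells and 100% = 10 µM SAHA wells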
# HGIII-sPLA2 inh = human group III sPLA2 inhibitors, primary screen, biochemical, QFRET, BODIPY PC-A2 liposome substrate; actives 0.56% (n = 370,000); QFRET BODIPY PC-A2 liposome hydrolysis, fluorescence; inhibition, % at 12.2 µM; Group 3 secretory phospholipase A2 (Homo sapiens), Q9NZ20;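 active = inhibition above mean plus 3 SD of compounds lying within the high and low control bounds, cut at about 19% in these data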;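 also: 0% = median of test compound wells and 100% = no enzyme DMSO wells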
# KLK7 zymogen act = proKLK7 zymogen activators, primary screen, biochemical, fluorescence intensity; Kallikrein-7 (Homo sapiens), P49862; purified proKLK7, EDANS-DABCYL substrate fluorescence; 100% is mature enzyme control, 0% vehicle; activation, % at 7 µM; actives 0.9% (n = 370,000); AID 652039, 2013;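 active = activation above the mean of all tested compounds plus 3 SD, computed per campaign excluding outliers beyond control limits, cut at about 13% in these data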
# Target sequence (P49862 whole entry, looked up): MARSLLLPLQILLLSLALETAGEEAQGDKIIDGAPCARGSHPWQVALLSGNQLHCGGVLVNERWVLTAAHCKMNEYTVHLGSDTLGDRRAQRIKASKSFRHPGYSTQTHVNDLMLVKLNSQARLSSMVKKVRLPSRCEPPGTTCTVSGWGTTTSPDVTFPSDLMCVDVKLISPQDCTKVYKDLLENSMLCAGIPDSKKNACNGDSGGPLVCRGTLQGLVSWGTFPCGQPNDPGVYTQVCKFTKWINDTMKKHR
# An asterisk follows results filed as active; x = not tested or not shown.
cpd	Compound	NPR1 activator	NPR2 activator	KLK7 zymogen act	ADAM10 inh	HGIII-sPLA2 inh	DDE Tn6 FP inh	ASAP1 GAP inh	ARFGAP1 inhibitor	FXN GAA850 act	rCAG RNA binder
1	Cc1ccc(C(=O)N2CCN(S(=O)(=O)c3cc(Br)ccc3Br)CC2)o1	0	-3	0.5	3	1	-2	-4	0	-1.8	-2
2	C=CCn1c(SCC(=O)Nc2ccccc2-c2ccccc2)nnc1-c1ccccc1	-10	-11	0.6	9	-3	-9	x	x	x	2
3	O=C(c1cn(-c2ccccc2)nc1-c1cccs1)N1CCN(c2ccc(F)cc2)CC1	2	4	0.4	12	-14	0	-12	-1	1.8	-2
4	Cc1cc(OCCn2nc(C(=O)O)c3ccccc3c2=O)ccc1C(C)C	-2	-5	0.1	-3	6	-1	-2	10	2.2	1
5	CCC(C)OC(=O)C1=C(C)NC2=C(C(=O)C(C(=O)OC)C(C)C2)C1c1ccc(N(C)C)cc1 (stereo not drawn)	10	2	3.8	-26	-1	7	7	4	1.5	9
6	CC(=O)Nc1ccc(/C=C2\Sc3ccccc3C2=O)cc1	6	-10	-0.1	-7	15	-13	1	4	-1.3	3
7	COc1ccc(NC(=O)C(c2ccccn2)N(C(C)=O)c2ccc(C)cc2)cc1 (stereo not drawn)	-4	-3	-0.3	3	-2	-1	-16	2	-2.5	5
8	CCOC(=O)C1CCN(C(=O)COC(=O)c2ccc(Br)o2)CC1	3	-2	0.1	3	-6	-1	3	-3	-2.3	-5
9	FC(F)(F)c1cccc(Nc2nc(N3CCOCC3)nc(N3CCOCC3)n2)c1	-1	-6	0.6	3	-7	4	7	-2	-0.4	-3
10	Cc1c(CCC(=O)NCCC(=O)O)c(=O)oc2cc3occ(-c4ccccc4)c3cc12	-2	-9	-1.1	-94	-13	7	2	1	-1.1	31
11	Cc1nc(C)n(C(C)CNC(=O)c2ccco2)n1 (stereo not drawn)	3	9	0.7	-2	2	4	-7	-9	2.6	3
12	CSc1nnc2sc3cc(C)ccc3n12	9	6	-0.2	-5	0	3	-14	-6	4.3	3
13	Cc1cc(NC(=O)CSc2nnc(-c3ccccc3)c(-c3ccccc3)n2)no1	-6	-4	-0.2	-2	-2	0	16	17	-3.8	-5
14	CN(C)C(=O)c1cccc(-c2cnc3c(NC=O)cc(-c4ccc(F)cc4)cn23)c1	-6	-4	-3.0	-63	-12	-14	-5	11	0.5	8
15	O=C(CN1C(=O)NC2(CCCC2)C1=O)Nc1cccc(Cl)c1	4	3	0.2	-14	1	-9	-7	6	-0.5	3
16	O=C(CNC(=O)c1cc(Cl)nc2ccccc12)Nc1ccccc1Br	5	5	-1.0	-5	-4	9	-1	6	1.9	1
17	CCN(CC)CCCNC(=O)CC1Oc2ccccc2NC1=O (stereo not drawn)	-2	-4	0.2	-6	0	5	x	x	x	2
18	Cc1cc(C)n(-c2ccc(C(=O)OCC(=O)N3CCN(c4ccccc4)CC3)cc2)n1	1	5	-0.2	-5	1	0	6	3	-0.6	-3
19	CCN(CC)c1ccc(NC(=O)CN2CCN(CC(=O)Nc3ccccc3F)CC2)cc1	2	3	-0.6	4	6	-4	-8	6	1.1	-13
20	O=C(C[n+]1cccc2ccccc21)c1ccc(NC(=O)c2ccccc2)cc1	-2	-5	0.5	-1	-16	1	2	-8	0.4	14
21	Cc1cccc(NC(=S)N2CCN(c3ccccc3F)CC2)c1C	-1	-1	-0.1	1	5	7	-9	-2	1.3	-4
22	O=C(CCC(=O)N1CCN(Cc2ccccc2)CC1)Nc1nnc(C2CCCCC2)s1	1	-3	0.4	4	-6	-1	-6	-1	4.0	-3
23	Cc1cccc(C)c1-n1nnnc1-c1nc2ccccc2[nH]c1=O	1	2	-41	-235	-36	0	3	3	x	10
24	O=C1C(=O)N(CCN2CCOCC2)C(c2cccnc2)/C1=C(/O)c1ccc(Cl)cc1 (stereo not drawn)	1	6	-0.4	2	-1	7	-11	0	0.0	0
25	O=C(COc1ccc(C(=O)c2ccccc2)cc1)Nc1cccnc1	7	-3	0.8	6	0	-2	-7	9	-4.2	0
26	O=C(CCCc1ccccc1)NCCC1=CCCCC1	-2	2	-0.6	8	4	2	12	-7	2.8	-3
27	CC[N+]1(C)CCC(O)(/C=C/c2ccccc2)C(C(=O)/C=C/c2ccccc2)C1 (stereo not drawn)	16	-6	-0.2	0	0	-8	-8	0	-11	2
28	c1ccc(CSc2nc3ncncc3[nH]2)cc1	0	-1	1.1	1	-1	5	11	-11	2.6	-1
29	C=CCSC1=N/C(=C\c2sccc2C)C(=O)S1	-3	1	-0.3	0	0	3	4	8	1.1	9
30	O=C1CN=C(Nc2ccccc2)N1Cc1cccs1	6	0	-0.1	0	0	-5	12	2	-0.7	-3
31	NC(=O)C1=C[C@@H](c2csc3ccccc23)C[C@@H](OCc2ccc(CO)cc2)O1	18	15	1.9	-26	-17	-3	-3	-7	0.8	-1
32	Cc1ccc2nc(SCC(=O)c3ccc4c(c3)OCO4)[nH]c2c1	-2	-2	-0.8	7	-14	-7	0	-13	1.4	2
33	COc1cccc2c(=O)n(CC(=O)NC3CCCCC3)ccc12	1	0	-0.1	-43	3	-7	7	-1	-0.3	-1
34	CCOC(=O)N1CCC(NS(=O)(=O)c2cc3c(cc2C)NC(=O)CO3)CC1	-2	1	0.5	-3	-7	-1	8	3	2.5	-1
35	COc1ccccc1CC(=O)N1CCC(CCC(=O)NC2CC2)CC1	1	4	-0.2	3	0	-2	-14	9	-1.1	-2
36	C[C@@H]1CN([C@@H](C)CO)C(=O)c2cccc(NS(C)(=O)=O)c2O[C@H]1CN(C)Cc1ccc(Oc2ccccc2)cc1	-3	0	0.1	-12	-9	-3	11	8	2.1	8
37	Cc1ccc(-c2nnc(N(C)C(=O)c3cccnc3)s2)cc1	-26	-9	1.1	3	8	4	-5	2	5.0	-4
38	O=C(Nc1ccccc1Cl)NC1(C(=O)NCCCN2CCOCC2)CCCCC1	8	-2	0.0	9	16	-2	-1	5	-0.3	0
39	O=C(COC(=O)C1Cc2ccccc2CN1C(=O)c1ccccc1)Nc1ccc(SC(F)F)cc1 (stereo not drawn)	2	-1	-0.6	0	-4	0	5	5	2.3	8
40	CCN1CCN(C(=O)c2ccc(CS(=O)(=O)Cc3ccccc3C)o2)CC1	3	-2	1.6	-4	-6	7	-4	4	0.4	-2
41	CC(C)COc1ccccc1C(=O)NC(CO)C(=O)O (stereo not drawn)	3	-1	0.1	-6	-3	-6	-13	8	1.2	1
42	Cc1ccc(-n2ncc3c2CCCC3NC(=O)CCN2CCCC2=O)cc1C (stereo not drawn)	0	2	0.2	-6	2	-6	4	1	-0.1	-7
43	Cc1csc(NC(=O)c2ccc(COc3cccc(Cl)c3)o2)n1	40	41*	-0.7	8	-10	-9	x	x	x	7
44	CCn1c(SCc2nc3ccccc3c(=O)[nH]2)nc2ccccc2c1=O	0	-8	0.4	-6	5	6	0	-5	4.1	3
45	CCOC(=O)N1CCN(C(=O)CN(Cc2ccc(Cl)cc2)S(C)(=O)=O)CC1	1	-1	0.3	6	1	-9	7	2	-0.4	-6
46	CC(C)(C#CCN1CCCC1)OCCC#N	-8	3	-0.1	-5	3	2	-2	-4	-1.8	4
47	CN(C)c1nc(OCC(=O)NC(C)(C)C)nc(N(C)C)n1	-5	-6	-0.1	-7	5	-1	-5	6	-0.2	-4
48	CCCCNC(=O)Nc1ccccc1CC	4	6	-0.1	-6	7	10	1	16	-1.2	-1
49	CCS(=O)(=O)N1CCN=C1SC(C)c1ccccc1 (stereo not drawn)	3	6	-0.6	2	-1	-2	-6	-5	1.6	2
50	CCOc1ccc(N(CC(=O)NCCc2ccccc2)C(=O)CCC(=O)Nc2nccs2)cc1	0	2	-0.3	-2	-9	6	-11	-7	0.5	0
51	CC(C)CNC(=O)CSc1nnc(CN2CCCCCC2=O)n1-c1ccccn1	7	2	0.1	8	9	1	-16	-4	0.6	-1
52	CCOC(=O)Cc1csc(NC(=O)COc2cc(C)cc(C)c2)n1	-1	-1	-0.3	-5	0	5	10	18	-0.7	-6

# Molecules from the list above containing an aryl thioether with sulfur outside any ring, in the order listed:
cpd	Compound	NPR1 activator	NPR2 activator	KLK7 zymogen act	ADAM10 inh	HGIII-sPLA2 inh	DDE Tn6 FP inh	ASAP1 GAP inh	ARFGAP1 inhibitor	FXN GAA850 act	rCAG RNA binder
2	C=CCn1c(SCC(=O)Nc2ccccc2-c2ccccc2)nnc1-c1ccccc1	-10	-11	0.6	9	-3	-9	x	x	x	2
12	CSc1nnc2sc3cc(C)ccc3n12	9	6	-0.2	-5	0	3	-14	-6	4.3	3
13	Cc1cc(NC(=O)CSc2nnc(-c3ccccc3)c(-c3ccccc3)n2)no1	-6	-4	-0.2	-2	-2	0	16	17	-3.8	-5
28	c1ccc(CSc2nc3ncncc3[nH]2)cc1	0	-1	1.1	1	-1	5	11	-11	2.6	-1
32	Cc1ccc2nc(SCC(=O)c3ccc4c(c3)OCO4)[nH]c2c1	-2	-2	-0.8	7	-14	-7	0	-13	1.4	2
39	O=C(COC(=O)C1Cc2ccccc2CN1C(=O)c1ccccc1)Nc1ccc(SC(F)F)cc1 (stereo not drawn)	2	-1	-0.6	0	-4	0	5	5	2.3	8
44	CCn1c(SCc2nc3ccccc3c(=O)[nH]2)nc2ccccc2c1=O	0	-8	0.4	-6	5	6	0	-5	4.1	3
51	CC(C)CNC(=O)CSc1nnc(CN2CCCCCC2=O)n1-c1ccccn1	7	2	0.1	8	9	1	-16	-4	0.6	-1

# An excerpt from above in order of number of heavy atoms, smallest number first:
cpd	Compound	NPR1 activator	NPR2 activator	KLK7 zymogen act	ADAM10 inh	HGIII-sPLA2 inh	DDE Tn6 FP inh	ASAP1 GAP inh	ARFGAP1 inhibitor	FXN GAA850 act	rCAG RNA binder
33	COc1cccc2c(=O)n(CC(=O)NC3CCCCC3)ccc12	1	0	-0.1	-43	3	-7	7	-1	-0.3	-1
44	CCn1c(SCc2nc3ccccc3c(=O)[nH]2)nc2ccccc2c1=O	0	-8	0.4	-6	5	6	0	-5	4.1	3
50	CCOc1ccc(N(CC(=O)NCCc2ccccc2)C(=O)CCC(=O)Nc2nccs2)cc1	0	2	-0.3	-2	-9	6	-11	-7	0.5	0

# Screening results from PubChem.
